Pf growth 96h: P. falciparum growth inhibition at 96 hour, primary screen for plastid delayed-death inhibitors. AID 504834. Potency, µM (highest dose often 28.7 µM), for the others: at the top dose activity change, negative = inhibition, hits mostly inhibitors. P. falciparum luciferase reporter growth, 96 h. 320,000 compounds, 6.9% hits; note: potency is the fitted concentration of half-maximal effect; % is set by controls: 0 for no effect and ±100 for the full control effect
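Readout is luminescence from an integrated firefly luciferase in P. falciparum. Red cells, 2% hematocrit and 0.05% parasitemia final, were cultured with compound through two parasite generations (96 hours) at 37 C, 5% CO2.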
CHX counter: affects cycloheximide protein synthesis inhibition readout, counter-screen; cell reporter, cycloheximide protein synthesis inhibition counterscreen; max response, %; 300,000 compounds, 12% hits; AID 2314; in the data active = max response mostly above about 13%, no sharp cut-off; inactive = mostly below about 14%; note: read at 38.3 µM for the half of the compounds with a filed dose; 0% is about no effect
HCV inhibitor: blocks hepatitis C virus; Huh7.5.1 HCVcc-Cre infection, luciferase reporter, 44 h; Potency, µM (doses to about 41.8 µM), inactives show at the highest dose activity change, negative = inhibition, hits mostly inhibitors; AID 651820; 340,000 compounds, 3.4% hits; note: potency is the fitted concentration of half-maximal effect; % is set by controls: 0 for no effect and ±100 for the full control effect
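HCVcc-Cre virus at an moi near 0.5 was added right after compound to cells cultured 4 h from seeding (1,000 cells/well). Luciferase activity was determined 44 h later, 15 min after substrate addition at RT.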
FBPA Giardia inh: inhibitors of Giardia lamblia fructose-1,6-bisphosphate aldolase | 290,000 compounds, 0.71% hits | purified Giardia FBPA | Potency, µM (highest dose often 59.6 µM), without a hit: at the top dose activity, negative = inhibition, actives largely listed as inhibitors; note: potency is the fitted concentration of half-maximal effect; % is set by controls: 0 for no effect and ±100 for the full control effect; nearly all actives have a fitted effect of over 55% in size
Target sequence (A8B2U2 whole entry, looked up): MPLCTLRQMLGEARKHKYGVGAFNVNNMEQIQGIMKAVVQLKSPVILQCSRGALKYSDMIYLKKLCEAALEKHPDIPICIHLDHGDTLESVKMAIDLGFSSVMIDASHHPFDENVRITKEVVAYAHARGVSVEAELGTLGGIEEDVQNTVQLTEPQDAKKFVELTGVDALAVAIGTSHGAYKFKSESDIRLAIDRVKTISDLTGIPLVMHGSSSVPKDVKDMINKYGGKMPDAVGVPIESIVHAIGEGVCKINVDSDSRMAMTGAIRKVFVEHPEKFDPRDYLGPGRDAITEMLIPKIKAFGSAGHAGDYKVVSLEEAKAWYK
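40 nM FBPA preincubated 10 min at RT with compound (up to 57.5 uM final), then substrate plus GAPDH/TPI/NAD/arsenate coupling and diaphorase/resazurin added. Fluorescence read after 20 min at RT, 525/598 nm.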
Pf growth 48h: P. falciparum growth inhibition at 48 hours (one generation). P. falciparum luciferase growth in erythrocytes, 48 h. Potency, µM (highest dose often 28.7 µM), inactives show at the highest dose activity change, negative = inhibition, most hits filed as inhibitors. 310,000 compounds, 5.9% hits. AID 504832; note: potency is the fitted concentration of half-maximal effect; % is set by controls: 0 for no effect and ±100 for the full control effect
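Erythrocytes infected with P. falciparum carrying an integrated firefly luciferase reporter (2% hematocrit, 0.1% parasitemia final) were exposed to compounds in RPMI 1640 with 0.5% Albumax at 37 C, 5% CO2. Growth inhibition was scored as reduced luminescence.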
Shiga toxin inh: inhibitors of Shiga toxin in Vero cells | inhibition, % at 38.7 µM | Vero cells, Shiga toxin protein synthesis inhibition reporter | 290,000 compounds, 9.2% hits | AID 2315; in the data active = inhibition mostly above about 28%, no sharp cut-off; inactive = mostly below about 43%; note: 0% is about no effect
The depositor's hits bear a star; u = inconclusive; x = not tested or not shown; [ ] = dose if it differs, or a comment. Unless noted, calls come from the whole dose curve; as a rule, active = well fitted curve in the direction sought with a large enough effect; inconclusive = small, poorly fitted or top-dose-only effect, or another doubt; inactive = no such curve, though single readings can be large; an effect the other way counts as inactive or inconclusive. Not a hit list, and some 24% of all compounds hit somewhere here.

SMILES	Pf growth 96h	CHX counter	HCV inhibitor	FBPA Giardia inh	Pf growth 48h	Shiga toxin inh
CCOC(=O)CC1C(=O)NCCN1C(=O)Nc1ccccc1 (stereo unspecified)	47%[activator]	-3	14%	4%	19%	11
Cc1cc(C)c(C(=O)/C=C/c2cccs2)c(=O)[nH]1	u	2	-14%	2%	-9%	-6
CCOc1ccc(NC(=O)CCN2C(=O)c3ccccc3C2=O)cc1	-14%	1	5%	0%	6%	12
C[C@H](NC(=O)[C@@H]1CSC2c3ccccc3C(=O)N21)C(=O)NC1CCCCC1 (stereo partly specified)	u	4	0%	x	-9%	2
COc1ccc2c3c([nH]c2c1)C(C)N(C(C)=O)CC3 (stereo unspecified)	27%	1	11%	2%	-7%	22
CC[C@H](C)Cc1cn([C@@H](CCCN=C(N)N)C(=O)NCCCCCCCCCCC(=O)N2CCNCC2)nn1	u	x	19%	x	4.7µM*	x
CC1(C)c2ssc(=S)c2-c2ccccc2N1C(=O)c1ccco1	1µM*	1	12%	12%	u	2
COc1cc(NCc2ccccc2)c2ncn(C(C)C)c2c1	u	x	10µM*	x	u	x
O=C(CC1C(=O)NCCN1Cc1cccc(Oc2ccccc2)c1)NCC1CCOCC1 (stereo unspecified)	-1%	0	-26%	-21%	0%	-5
CC(C)CCc1noc(CN(CC2CCC2)CC2CCCO2)n1 (stereo unspecified)	-14%	8	-1%	1%	u	8
CCOc1ccc2c(c1)N(C(=O)CN1C(=O)CCC1=O)C(C)(C)C=C2C	16%	13	-3%	1%	11%	-3
CC(C)CN(C(=O)c1cc2ccccc2o1)c1c(N)n(CC(C)C)c(=O)[nH]c1=O	-4%	4	11%	2%	11%	-17
C/C=C/c1c(F)c(F)c(Oc2ccc(C(=O)O)cc2)c(F)c1F	-6%	0	1%	24%	x	-2
COc1cc(SC)ccc1C(=O)NCCCOC(C)C	u	13*	u	3%	25%	14
O=C(Nc1sc2c(c1C(=O)O)CCCCC2)c1cccnc1	8%	8	-7%	-14%	17%	-1
CC[N+](CC)(CC)CCC(O)(c1ccccc1)C1CCCCC1 (stereo unspecified)	10µM*	x	39%[activator]	x	6.6µM*	x
O=C(Nc1nnc(C(F)(F)F)s1)c1cccnc1	x	39*	9%	u	113%[activator]	65*
CC(C)COc1ccc(C2(C#N)CC[N+](C)(C)CC2)cc1	-1%	11	8%	3%	-14%	-13
COc1cc(C(=O)Nc2ccccc2N2CCOCC2)ccc1OCc1c(C)noc1C	u	0	u	7%	-15%	12
Nn1cnnc1SCC(=O)N1CCc2ccccc2C1	-17%	x	-20%	x	14%	x
Oc1cccc(C2c3[nH]c4ccccc4c3CCN2Cc2ccc3c(c2)CCO3)c1 (stereo unspecified)	25%	-3	-12%	-12%	u	-21
CCOC(=O)c1nc(N)c(=O)n(-c2ccccc2)n1	59%[activator]	1	17%	4%	28%	-1
CCOC(=O)c1c(NC(=O)CN2CCCCC2)sc2c1CCC(C=O)=C2Cl	-66%	-4	2.2µM*	4%	1%	-11
O=S(=O)(c1ccc(Cl)cc1)N1CCCN(c2ccc(C(F)(F)F)cn2)CC1	-12%	-2	-8%	0%	-6%	-3
O=C(N/N=C\c1cc(Br)c(Br)o1)C1COc2ccccc2O1 (stereo unspecified)	u	9	7%	0%	u	11

The final four records of the part above open the next one:
SMILES	Pf growth 96h	CHX counter	HCV inhibitor	FBPA Giardia inh	Pf growth 48h	Shiga toxin inh
CCOC(=O)c1nc(N)c(=O)n(-c2ccccc2)n1	59%[activator]	1	17%	4%	28%	-1
CCOC(=O)c1c(NC(=O)CN2CCCCC2)sc2c1CCC(C=O)=C2Cl	-66%	-4	2.2µM*	4%	1%	-11
O=S(=O)(c1ccc(Cl)cc1)N1CCCN(c2ccc(C(F)(F)F)cn2)CC1	-12%	-2	-8%	0%	-6%	-3
O=C(N/N=C\c1cc(Br)c(Br)o1)C1COc2ccccc2O1 (stereo unspecified)	u	9	7%	0%	u	11
O=C(c1sccc1-c1ccccc1)N1CCN(S(=O)(=O)c2ccccc2)CC1	4%	-2	-10%	x	13%	9
COc1ccc(N2CCN(C(=O)CCC(=O)N3CCOc4ccc(Cl)cc43)CC2)cc1	u	-3	u	3%	-10%	-1
CCN1CCN(c2cc(C)c3cc(NC(=S)N4CC(C)CC(C)C4)ccc3n2)CC1 (stereo unspecified)	u	8	u	-4%	u	22
Cn1c(=O)oc2cc(C(=O)c3ccccc3)ccc21	53%[activator]	-2	-2%	6%	34%[activator]	-4
O=C(Nc1cc(S(=O)(=O)N2CCOCC2)ccc1N1CCOCC1)c1cnccn1	0%	-3	28%	13%	-16%	-9
Cc1cc(C)c2c(=O)[nH]n(C3CCCCCC3)c2n1	12%	-3	6%	-3%	22%	-5
Cc1onc(-c2ccccc2)c1C(=O)N/N=C/c1ccc(O)c([N+](=O)[O-])c1	u	-1	-8%	x	4%	-5
COC(=O)c1cc(C)sc1NC(=S)N1CCN(CCc2ccccc2)CC1	-23%[5.75 µM]	2	2%	5%	10%	-12
COc1ccc(C(=O)Nc2c(C)csc2C(=O)O)cc1	u	0	-10%	-1%	6%	-19
COc1ccc(-c2noc(CSc3nnc(Cc4ccccc4)n3-c3ccc(Cl)cc3)n2)cc1	u	-1	14µM*	0%	x	-7
O=C(COC(=O)c1cc(S(=O)(=O)Nc2ccccc2Cl)ccc1O)Nc1nc2ccccc2s1	24%	12	5%	5%	-14%	-4
CN(C)C(=O)c1ccc(OCC(F)(F)F)nc1	35%[activator]	-4	25%	-1%	39%[activator]	-9
CCOC(=O)c1cccc(NC(=O)CSc2nc(N)cc(N)n2)c1	x	4	-12%	1%	x	-11
COc1ccc(Oc2nnc(C)c3ccccc23)cc1	195%[activator]	46*	u	0%	x	42
CSc1cccc(NC(=O)C2CCCN(S(=O)(=O)c3ccc(F)cc3)C2)c1 (stereo unspecified)	-95%	-2	u	-3%	u	-14
Nc1ccc(S(=O)(=O)NC2(C(F)(F)F)NC(=O)N(Cc3ccccc3)C2=O)cc1 (stereo unspecified)	21%	15	0%	1%	3%	55
O=C1CN(C(=O)COC(=O)CNC(=O)c2ccccc2)c2ccccc2N1	30%	-2	9%	3%	28%	-2
CSCCC(C)N1CCC(Oc2ccc(C(=O)N3CCCC3)cc2)CC1 (stereo unspecified)	u	5	x	x	u	-9
O=C(CSc1nc2ccccc2nc1N1CCCC1)Nc1ccc(Cl)cc1	4%	-2	-1%	3%	u	11
COc1ccc(C=O)cc1COc1ccc(C)cc1[N+](=O)[O-]	15%	11	1%	-11%	-26%	16
Cc1ccsc1C(=O)N/N=C/c1ccc([N+](=O)[O-])cc1	317%[activator]	55*	-2%	2%	393%[activator]	64*
COCCNC(=O)C(c1cccnc1)N(Cc1ccccc1)C(=O)Cn1nnc2ccccc21 (stereo unspecified)	34%[activator]	29*	13%	0%	41%[activator]	94*
Cc1cc(C)n2nc(C(=O)OCC(=O)Nc3ccc(F)cc3F)nc2n1	72%[activator]	x	15%	x	-6%	x
COc1ccc(OC/C(O)=C(\C#N)c2nc3ccccc3[nH]2)cc1	21%	1	0%	-21%	5%	1
O=C(c1cc(COc2c(F)cccc2F)on1)N1CCSCC1	289%[activator]	55*	0%	-11%	137%[activator]	100*
(list continues)
SMILES	Pf growth 96h	CHX counter	HCV inhibitor	FBPA Giardia inh	Pf growth 48h	Shiga toxin inh
CCOC(=O)c1c(NC(=O)CSc2nnc(-c3cccnc3)o2)sc2c1CCC2	-2%	-1	-3%	-4%	3%	-1
FC(F)(F)c1cccc(NC(=S)NCc2ccc(Cl)cc2)c1	-18%[5.75 µM]	-2	u	-5%	u	11
Cc1ccc(NC(=O)COc2cccnc2[N+](=O)[O-])cc1S(=O)(=O)N1CCOCC1	-20%	6	-17%	-5%	3%	-4
Cc1nc(SCC(N)=O)c(C#N)c(C)c1C	-5%	-1	9%	-8%	-4%	-5
Cc1cccc(-c2ncc(CN3CCN(CCC(C)C)C(CCO)C3)cn2)c1 (stereo unspecified)	u	1	u	2%	u	13
COc1ccccc1C(=O)NCC(=O)NCCC(c1ccccc1)c1ccccc1	u	x	u	x	u	x
COc1ccc(CN2CCN(C3CCOCC3)CC2CCO)c(C)c1C (stereo unspecified)	u	-2	4%	2%	-2%	-23
CN(CC(=O)Nc1ccccc1F)Cc1cccs1	48%[activator]	8	9%	3%	24%	8
COc1ccccc1Nc1nnc(SCC(=O)Nc2nc(-c3ccc(F)cc3)cs2)s1	13µM*	5	-27%	1%	1%	-9
COc1ccc(CSCC(=O)Nc2ccccc2)cc1[N+](=O)[O-]	59%[activator]	-3	-3%	0%	18%	-9
CCCCNc1c(NC(C)=O)c(=O)oc2ccccc12	38%[activator]	-3	21%	8%	25%	-17
Cc1ccc(S(=O)(=O)NNC(=O)NC23CC4CC(CC(C4)C2)C3)cc1	17%	-2	33%[activator]	1%	12%	-3
CC(CCc1ccco1)NC(=O)Cn1nc(Cc2ccncc2)c2ccccc2c1=O (stereo unspecified)	-20%	-6	2%	0%	x	-17
Cc1ccc(OCc2ccoc2C(=O)O)cc1C	x	12	11%	15%	1%	-9
Cc1c(NC(=O)c2cc3nc(-c4ccccc4)cc(C)n3n2)c(=O)n(-c2ccccc2)n1C	u	-1	4%	0%	-4%	-5
Oc1ccccc1Cn1c(-c2ccccc2O)nc2ccccc21	x	-1	-24%	-5%	u	12
Cc1c(-n2c(SCC(=O)NC(C)C)nc3ccccc3c2=O)c(=O)n(-c2ccccc2)n1C	11%	-1	16%	4%	u	-2
COc1ccc(NC(=O)CNc2cccc(C#N)c2)cc1Cl	-21%	10	u	3%	10%	1
COc1cc2c(cc1OC)CN(S(=O)(=O)c1cccs1)CC2	1%	5	2%	6%	2%	-4
COc1ccc(-c2c(C#Cc3ccsc3)c3cc(-c4ccc(OC)nc4)ccc3n2C)cc1	u	x	13%	x	u	x
NC(=O)C1CCN(C(=O)CSc2nc3ccccc3s2)CC1	x	1	0%	3%	2%	-4
CCN1C(=S)SC(=O)C1=C1C=C(C)N(CCO)C(C)=C1	27%	71*	-16%	-24%	x	125*
Cc1ccc2occ(C3N[C@H](C(=O)O)CS3)c(=O)c2c1 (stereo partly specified)	14%	9	-17%	-20%	u	24
O=[N+]([O-])c1ccc(NC(=S)NCCc2ccc(Cl)cc2)cc1	1.9µM*	5	u	-4%	2.3µM*	-7
CC(=O)N1CCN(c2ccc(NCc3ccc4c(c3)OCO4)cc2)CC1	188%[activator]	9	-17%	-21%	-29%	-1
Remaining list, next part:
SMILES	Pf growth 96h	CHX counter	HCV inhibitor	FBPA Giardia inh	Pf growth 48h	Shiga toxin inh
COC(=O)CSc1nc2nc(C)cc(C)n2n1	-44%	-4	6%	0%	4%	11
CNc1ccc(Br)cc(C(=O)/C=C/c2cccc(Cl)c2Cl)c1=O	u	-2	u	u	u	-15
CC(Oc1ccccc1)C(=O)N=Nc1c(O)[nH]c2ccc([N+](=O)[O-])cc12 (stereo unspecified)	-19%	-1	-8%	3%	-5%	26
CCc1nnc(NS(=O)(=O)c2ccc(N/C=C\C(=O)c3ccc4ccccc4c3)cc2)s1	u	24*	9%	-1%	-7%	3
CCOc1ccc(C2/C(=C(/O)c3ccc4c(c3)CC(C)O4)C(=O)C(=O)N2CCCn2ccnc2)cc1OCC (stereo unspecified)	u	-6	0%	x	-6%	-6
Cc1nc2ccc(C(=O)OCc3ccccc3Br)cc2nc1C	49%[activator]	15	-4%	8%	7%	19

2 entries drawn at random from the list so far:
SMILES	Pf growth 96h	CHX counter	HCV inhibitor	FBPA Giardia inh	Pf growth 48h	Shiga toxin inh
CC(Oc1ccccc1)C(=O)N=Nc1c(O)[nH]c2ccc([N+](=O)[O-])cc12 (stereo unspecified)	-19%	-1	-8%	3%	-5%	26
COC(=O)CSc1nc2nc(C)cc(C)n2n1	-44%	-4	6%	0%	4%	11

Bioassay records: PubChem BioAssay, National Center for Advancing Translational Sciences (NCATS)
